High-throughput results deposited in PubChem BioAssay by several laboratories.
Vif imaging = blocks HIV Vif function. AID 602346. actives 0.35% (n = 340,000). HEK293T cells, Vif self-association by quenched fluorescence, imaging, 24 h. inhibition, % at 7.49 µM; in the data active = inhibition above about 50%, passing the limit was not always enough; inconclusive = no clear call, values can overlap the other calls; inactive = below about 31%; note: some results filed as inactive read as strong as hits
Glyco luc inh = N-linked glycosylation inhibition; AID 588692; actives 0.23% (n = 360,000); reporter increase, % at 12.5 µM; D54 ERlucT glycosylation luciferase reporter, 24 h; percent of 100 nM tunicamycin response;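 active = mean luciferase reporter signal, scaled so untreated is 0 and the glycosylation-blocking control 100, at or above a set limit in every replicate; inconclusive = mean reaches the limit but not every replicate does; inactive = mean below the limit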;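 note: luciferase carries N-glycosylation sites so blocking glycosylation raises the light; 0% = median of neutral control wells and 100% = median of 100 nM tunicamycin wells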
ABCB6 inh MLPCN = human ABCB6 transporter inhibition; K562-ABCB6 porphyrin accumulation, flow cytometry, 1 h; hits give low values; fluorescence ratio to DMSO, % at 10 µM; actives 0.19% (n = 360,000); Q9NP58;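 active = fluorescence ratio to DMSO below 75%, the collection mean minus 3 SD; inconclusive = too few cells collected in the well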;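 note: signal is porphyrin accumulated inside mitochondria; 100% equals median channel fluorescence of DMSO control wells; lower ratio means ABCB6 inhibition with less porphyrin fluorescence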
Exocytosis inh = blocks lytic granule exocytosis; TALL-104 LAMP-1 surface exposure, flow cytometry; cells stimulated with thapsigargin and PMA; inhibition, % at 10 µM; actives 0.66% (n = 360,000); AID 651702;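 active = inhibition above about 55%, limit read from the data; inconclusive = no clear call, values can overlap the other calls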
m5-HT2A agonist = activates the mouse 5-HT2A serotonin receptor | activation, % at 7.6 µM | CHO-K1 mHTR2A beta-arrestin complementation, luminescence; percent of 30 µM serotonin response | actives 0.66% (n = 360,000) | AID 624169;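 active = activation above a run cutoff, the mean activation of all tested compounds plus 3 SD, cut at about 14% in these data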;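 note: 0% = plate median of compound wells and 100% = 30 µM serotonin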
Target sequence (P35363 whole entry, looked up): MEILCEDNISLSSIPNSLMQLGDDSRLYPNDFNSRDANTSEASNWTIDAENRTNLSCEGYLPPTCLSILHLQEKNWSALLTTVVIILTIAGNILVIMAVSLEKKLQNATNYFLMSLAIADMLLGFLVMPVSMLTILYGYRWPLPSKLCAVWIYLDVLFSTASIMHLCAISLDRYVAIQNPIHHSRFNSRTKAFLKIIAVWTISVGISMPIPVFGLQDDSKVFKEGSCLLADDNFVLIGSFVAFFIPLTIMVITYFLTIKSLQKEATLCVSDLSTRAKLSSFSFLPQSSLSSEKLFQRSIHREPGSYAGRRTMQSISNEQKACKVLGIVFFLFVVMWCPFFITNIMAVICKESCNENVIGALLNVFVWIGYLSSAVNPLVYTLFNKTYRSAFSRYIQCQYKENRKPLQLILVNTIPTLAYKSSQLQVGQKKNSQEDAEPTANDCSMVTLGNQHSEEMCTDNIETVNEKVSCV
CaV13 FRET inh = Primary screen for inhibitors of IQ motif and Ca2+-dependent inactivation inhibitor domain binding in CACNA1D, Förster resonance energy transfer in living cells, … | HEK cells, CFP/YFP FRET ICDI-IQ, plate reader, 10 min; percent FRET-ratio fall versus neutral wells | inhibition, % at 12.3 µM | actives 0.098% (n = 340,000);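 active = mean replicate inhibition of at least 30% and at least 1% of replicates passing that level; inconclusive = only one of the two criteria is met; inactive = neither criterion is met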;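 note: 0% = median of the neutral control wells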
aDG glyco act = increases alpha dystroglycan glycosylation. actives 0.22% (n = 360,000). Pro5-aDG cells, alpha-DG glycosylation AlphaScreen (IIH6); 0% Pro5, 100% B10-LARGE cell signal. activation, % at 10 µM;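 active = activation of at least 8% versus controls, or a plate z-score of at least 8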;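 note: Pro5 are CHO cells carrying HIG-tagged alpha-DG that lacks glycosylation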
Cardio protect = protects H9c2 cardiomyocytes from peroxide injury; H2O2 injury protection, ATPLite, 2 h; actives 0.63% (n = 360,000); AID 588492; protection from H2O2 cell death, % at 20 µM;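 active = compounds giving at least 50% protection of heart cells from peroxide-induced death in the single-dose screen, raw or plate-pattern-corrected value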;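 note: 0% = DMSO wells with peroxide and 100% = DMSO wells without peroxide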
hiPSC survival = enhancers of human iPSC single-cell survival; hiPSC single-cell survival, ATPlite luminescence; 100% = ROCK inhibitor wells, 0% = DMSO; survival enhancement, % at 20 µM; actives 0.044% (n = 360,000); AID 602274; in the data active = survival enhancement above about 18%;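 note: cells exposed to compounds for 16 hours before the ATP read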
PDI inh = blocks human protein disulfide isomerase activity. PDI insulin aggregation turbidity, A650, 90 min. inhibition, % at 10 µM. actives 0.052% (n = 350,000). AID 588391;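 active = mean inhibition across replicates of 30% or more, whatever share of single replicates reach that level; inconclusive = mean inhibition below 30% while every single replicate reaches 30%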;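 note: absorbance from insulin aggregation driven by PDI reduction with DTT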
Target sequence (P07237 whole entry, looked up): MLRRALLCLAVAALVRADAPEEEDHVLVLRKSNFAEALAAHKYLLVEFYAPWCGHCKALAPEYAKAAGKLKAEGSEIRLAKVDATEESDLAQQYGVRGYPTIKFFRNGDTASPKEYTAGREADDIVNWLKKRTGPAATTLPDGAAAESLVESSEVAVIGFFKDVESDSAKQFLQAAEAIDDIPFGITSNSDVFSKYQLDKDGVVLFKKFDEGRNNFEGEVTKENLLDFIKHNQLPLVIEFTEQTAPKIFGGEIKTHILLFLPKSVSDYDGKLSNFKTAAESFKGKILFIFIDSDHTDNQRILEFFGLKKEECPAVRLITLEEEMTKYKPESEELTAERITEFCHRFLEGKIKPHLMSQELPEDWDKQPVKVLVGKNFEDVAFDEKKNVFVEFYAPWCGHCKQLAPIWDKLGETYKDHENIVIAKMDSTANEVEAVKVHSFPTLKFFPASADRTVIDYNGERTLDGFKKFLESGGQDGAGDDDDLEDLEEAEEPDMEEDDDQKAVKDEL
* marks the source's active call; other numbers are inactive results; ? = inconclusive; . = not tested or not shown.

SMILES	Vif imaging	Glyco luc inh	ABCB6 inh MLPCN	Exocytosis inh	m5-HT2A agonist	CaV13 FRET inh	aDG glyco act	Cardio protect	hiPSC survival	PDI inh
O=C(CN1CCN(C(=O)C2CCCO2)CC1)Nc1c(Cl)cccc1Cl (centres undefined)	.	3	97	2	1	.	0.2	-2	-0.2	2
O=C(NCC[C@@H]1CC[C@@H](NS(=O)(=O)Cc2ccccc2)[C@@H](CO)O1)C1CC1	.	.	.	-10	-1	-5	0.0	.	.	.
S=C(Nc1ccc(Cl)cc1Cl)Nc1ccccc1Oc1ccccc1	-5	-3	102	-1	2	.	0.0	-32	3.2	4
CC(=O)NC1CC2CCCC(C1)N2C(=O)Nc1ccccc1 (centres undefined)	.	2	97	-3	3	-3	-0.5	4	-3.8	-11
COc1cccc(OCc2cc(C(=O)N(C)Cc3nccn3C)no2)c1	0	-1	101	2	-2	-3	-0.1	0	-0.2	3
Nc1ccc2nc3c(=O)n(CCc4ccccc4)c(=O)[nH]c3nc2c1	-2	12	147	-1	7	-29	-0.2	13	-0.2	4
CC(=O)c1ccc(C2CC(OCCF)=CC(=O)O2)cc1 (centres undefined)	.	.	.	-2	-3	-6	0.6	.	.	.
O=[N+]([O-])c1cccc(/C=N/n2cnnc2)c1O	-2	5	99	-1	0	-9	-0.3	-7	1.7	0
CCOC(=O)[C@]12CCCC=C1N(Cc1ccc(Cl)cc1Cl)C(=O)[C@H](CC(=O)N1CCN(C(=O)C3CC3)CC1)C2	.	.	95	5	0	-2	0.6	.	0.0	.
CCC1CCCCN1C(=O)COc1ccc(N(C)S(=O)(=O)c2ccc(C)cc2)cc1 (centres undefined)	.	-3	88	0	1	-3	-0.5	-10	-0.3	0
O=C(Oc1cc(=O)oc2ccccc12)c1ccco1	4	2	95	1	3	-4	-0.2	12	-0.5	11
N#Cc1nc(Cc2cccc3ccccc23)oc1NCc1ccc(F)cc1	-13	2	108	7	-5	.	0.7	-1	-0.7	-17
O=C(CSc1nnc(-c2ccc(O)cc2)o1)Nc1ccc2c(c1)OCCO2	-1	-9	97	-1	-4	-6	0.0	-3	4.2	12
CSc1cccc(NC(=O)c2nnn(CC(=O)Nc3cc(C)cc(C)c3)c2N)c1	14	-2	99	-13	7	-12	0.3	-10	-0.4	-12
COc1ccc(S(=O)(=O)NCCc2ccccc2)cc1	-9	-4	99	-2	-1	-6	-0.1	-6	0.6	0
O=C(CNS(=O)(=O)c1ccc2c(c1)OCCCO2)N1CCN(c2ccc(F)cc2)CC1	-3	2	91	12	1	-2	0.1	-4	-0.6	-2
Cn1nc(C(=O)Nc2ccc3c(c2)OCCO3)c2ccccc2c1=O	-1	7	99	-10	-3	-1	-0.1	-5	-0.4	-4
CCCCCOC(=O)C1=C(C)Nc2nnnn2C1c1ccccc1Cl (centres undefined)	-1	-4	94	-2	19*	.	0.0	-5	-2.0	0
Cn1c(N2CCN(C(=O)NC34CC5CC(CC(C5)C3)C4)CC2)nc2ccccc21	4	0	95	2	-1	-4	0.3	0	-3.8	-4
CCC(CC)C(C(=O)NCc1ccccc1)N1CCN(CCN2CCOCC2)CC1 (centres undefined)	.	.	.	-5	1	-5	0.6	.	.	.

Brought forward from above: 2 entries, then new ones.
SMILES	Vif imaging	Glyco luc inh	ABCB6 inh MLPCN	Exocytosis inh	m5-HT2A agonist	CaV13 FRET inh	aDG glyco act	Cardio protect	hiPSC survival	PDI inh
Cn1c(N2CCN(C(=O)NC34CC5CC(CC(C5)C3)C4)CC2)nc2ccccc21	4	0	95	2	-1	-4	0.3	0	-3.8	-4
CCC(CC)C(C(=O)NCc1ccccc1)N1CCN(CCN2CCOCC2)CC1 (centres undefined)	.	.	.	-5	1	-5	0.6	.	.	.
BrC(=C\c1ccccc1)/C=N/Nc1nc2ccccc2[nH]1	-6	3	101	-8	-1	0	1.5	-6	-1.9	-2
Cc1cc(C(=O)N2CCCC(CCC(=O)N3CCN(c4ccccn4)CC3)C2)c(C)o1 (centres undefined)	1	1	86	-3	1	1	0.2	9	0.1	3
CC(=O)N1CCc2cc(S(=O)(=O)CCC(=O)NCc3ccc(Cl)cc3)ccc21	-6	-4	97	1	6	-3	-0.1	-4	0.1	4
O=S(=O)(Nc1ccc(C(F)(F)F)cc1)c1cnc[nH]1	32	2	90	3	6	-4	0.0	4	-2.6	-5
CCOc1ccc(/C(O)=C2/C(=O)C(=O)N(CC3CCCO3)C2c2ccc(C)o2)cc1 (centres undefined)	7	3	97	0	1	-5	-0.3	11	6.4	3
O=C(CN1CCN(S(=O)(=O)c2ccc(Br)cc2)CC1)N/N=C/c1ccccc1C(=O)O	19	2	99	-1	-2	-7	-0.2	-1	0.2	6
Cc1ccc(C(=O)N2CCN3C(=O)c4ccccc4C23c2ccc(Cl)cc2)cc1 (centres undefined)	7	6	93	-1	-6	.	1.8	-16	-2.8	-1
Cc1cccc(-n2c(O)c(C=Nc3ccccc3)c3ccccc3c2=O)n1	-3	2	91	1	2	-6	-0.2	0	-0.6	-6
COc1ccc(-c2cc(C(=O)Nc3ccc(C)c(N)c3)c3ccccc3n2)cc1	3	1	97	-1	-7	-18	-0.4	-5	0.0	10
C[C@H](CO)N1C[C@H](C)[C@@H](CN(C)C(=O)Nc2ccccc2)Oc2ccc(NC(=O)C3CC3)cc2C1=O	-5	3	100	-15	0	-9	0.1	16	-0.5	12
O=C(COC(=O)c1ccncc1)Nc1ccc2c(c1)OCO2	7	2	102	-16	0	-3	0.0	-1	3.1	12
CC(C(=O)NN=C(c1ccccc1)c1ccccc1)N1CCOCC1 (centres undefined)	-14	0	99	-8	6	.	0.1	-3	-0.3	8
CCCCC(=O)N(C)c1c(CC)nc2c(OCc3ccc(S(C)(=O)=O)cc3)cccn12	-6	-2	95	-2	5	-4	0.0	4	-1.4	3
COc1ccc(NS(=O)(=O)c2cccc(C(=O)NNC(=O)c3ccccc3OC)c2)cc1	?	0	94	22	5	-5	-0.3	-6	0.5	8
CC1(C)CC(=O)C=C(Nc2ccc(Cl)c(Br)c2)C1	0	-1	94	-10	-4	-3	0.2	-3	-0.2	-5
O=C(CCC(=O)Nc1ccccc1)N/N=C/c1ccccc1F	34	1	100	-1	-4	4	-0.2	-6	0.4	17
Cn1c(SCC(=O)N/N=C/c2ccc([N+](=O)[O-])s2)nnc1-c1ccc(Cl)cc1	.	11	103	-6	-3	-9	0.5	4	-2.0	0
CCc1ccc2[nH]c3nc(SCCN4CCOCC4)nnc3c2c1	1	3	104	-6	-4	-2	-0.1	-2	0.2	0
Cc1cc(C)n(-c2nc3ccccc3nc2N2CCN(S(=O)(=O)c3ccc4ccccc4c3)CC2)n1	-15	-7	86	0	0	-5	0.4	-2	3.9	5
N#Cc1c(N2C(=O)c3ccc(C(=O)O)cc3C2=O)sc2c1CCCC2	0	2	98	-6	4	-2	0.0	1	-0.5	-1
CCOc1cccc(=O)c2c(C)n(-c3ccc(C(=O)O)cc3)c(C)c12	-1	2	93	-3	2	-33	-0.3	9	0.2	10
CC(NC(=O)C[n+]1cccc(Br)c1)c1ccccc1 (centres undefined)	1	0	97	0	-1	-2	-0.1	12	0.6	-12
Cc1ncc(CN2CCC(CO)(CCOc3ccccc3)CC2)s1	-5	3	98	2	1	-3	0.0	-4	-0.3	7
CN=C1c2c(-c3ccccc3)c3cc(OC)ccc3n2CCN1C	3	5	94	3	0	-3	0.5	4	-4.2	4
COC(=O)[C@@H](C)NC(=O)c1ccc2oc(CCc3ccccc3)nc2c1	-4	-2	98	-4	0	-5	0.0	-3	-0.2	-2
COc1ccc(C2(C)NC(=O)N(CC(=O)NCC(=O)Nc3ccc(F)c(F)c3F)C2=O)cc1OC (centres undefined)	24	1	100	4	-1	-5	0.4	6	-2.8	-3
COc1ccc(C(=O)/C=C/c2ccc(N3CCCCC3)c([N+](=O)[O-])c2)cc1	-2	17	94	-16	-1	-6	0.1	-5	-1.0	6
COc1ccc(C(=O)Nc2cccc(-c3cnc4ccccc4n3)c2)cc1	.	-2	106	-5	3	-4	0.0	-2	-1.6	1
CCOC(=O)N1CCN(Cc2cn[nH]c2-c2cccc3ccccc23)CC1	1	0	98	2	-2	2	-0.1	-4	-0.5	0
Cc1ccc(NS(=O)(=O)c2ccc(C)c(NC(=S)NCCN3CCOCC3)c2)c(C)c1	37	-1	96	0	-3	-6	-0.1	-4	-0.4	2
Cn1c(=O)cc(OCC(=O)N2CCN(c3cccc(C(F)(F)F)c3)CC2)c2ccccc21	-9	5	89	-1	1	-4	0.0	8	2.7	0
C/C(=N\NC(=O)c1cc2c(s1)CCC(C)C2)c1ccc[nH]1 (centres undefined)	11	-4	93	-2	0	-2	0.0	-4	0.1	-4
CCOC(=O)C1(C)CCCN(C(=O)c2ccccc2)C1 (centres undefined)	-3	0	104	2	1	-7	-0.1	-1	-3.3	-3
CCOc1ncccc1C(=O)OCC(=O)NC1CC1	-1	2	87	2	-1	0	0.9	2	2.8	-16
O=C(Cn1c(=O)oc2cc(S(=O)(=O)N3CCCC3)ccc21)N1CCN(c2ccccc2F)CC1	-3	-3	89	-7	14	-6	-0.1	10	-0.9	3
Cc1[nH]c(=S)n(CC2CCCO2)c1C (centres undefined)	3	1	99	-3	2	-4	-0.2	7	-3.0	2
CCOCCCn1cnc2c(c1=O)c1nc3ccccc3nc1n2-c1ccc(C)cc1	?	-6	90	4	0	-4	-0.2	12	0.0	3
O=C(COC(=O)c1cccc(Br)c1)NCCc1ccccc1	-69	1	97	-2	1	-5	-0.1	-6	1.9	-9
CCN(CC)S(=O)(=O)c1ccc(NS(=O)(=O)c2ccc3oc(=O)[nH]c3c2)cc1	-2	1	94	-6	-15	-4	0.0	-4	-0.1	-3
Cc1c(NC(=O)OCCNC(=O)COc2c(Cl)cccc2Cl)sc(=S)n1C	19	-1	94	0	2	-5	3.4	-4	-2.2	-3
COc1ccc(CN2CCCC(CNC(=O)c3ccc(F)cc3)C2)cc1OC (centres undefined)	8	-1	98	0	-2	6	-0.3	1	-1.6	11
O=C(COc1ccc(Cl)cc1)N/N=C/c1cccc2cccnc12	-8	-3	98	3	-18	-3	0.2	38	0.5	3
O=C(O)c1ccccc1C(=O)NCc1cccnc1	-1	1	105	0	3	0	0.0	1	-2.2	-8
Cc1cccc(NC(=O)CNC(=O)COC(=O)c2ccco2)c1C	7	1	93	-1	5	-6	0.3	1	1.1	5
CC1=NN(c2ccc(C)cc2)C(=O)/C1=C/c1ccc(-c2cc([N+](=O)[O-])ccc2O)o1	0	-1	96	31	2	-2	-0.2	-14	-0.2	-9
O=C(c1ccc(CS(=O)(=O)c2ccccc2)o1)N1CCOCC1	22	0	98	5	1	10	3.1	-1	-2.3	-2
CC[C@]12c3[nH]c4cc(CCC(=O)N(C)C)ccc4c3CCN1C(=O)[C@@H](CC(=O)NCc1ccco1)C[C@@H]2C(=O)N1CCN(C(=O)c2ccco2)CC1	.	0	99	3	-1	-7	-0.2	2	-1.6	-21
Cc1cc(NC(=O)CN2C(=O)NC3(CCC(C)CC3)C2=O)no1 (centres undefined)	1	3	97	-5	-1	-6	-0.1	5	2.8	-1
O=C1Nc2ccccc2/C1=C/c1cccnc1	-9	7	94	1	1	0	1.7	4	-1.5	-5
